Bioassay records as filed in PubChem.
NS3 helicase inh – inhibitors of Hepatitis C virus NS3 helicase | NS3 helicase DNA unwinding, Cy5 molecular beacon fluorescence | inhibition, % at 10.9 µM | hit rate 0.56% among 290,000;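 active = inhibition above the mean of all tested compounds plus 3 SD, set per campaign, cut at about 35% in these data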;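 also: 0% = DMSO wells and 100% = thioflavine S control wells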
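System: HCV NS3 helicase fragment; control set: DMSO and thioflavine S; technique: Cy5 fluorescence at 0 and 60 min, beacon hairpin quenching; reagent: beacon DNA duplex substrate plus ATP; replicates: singlicate; schedule: 1 h reaction at 25 °C, ATP-initiated; medium: MOPS buffer pH 6.5 with MgCl2, DTT, Tween20, BSA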
GalR3 antag – human GalR3 antagonism. HEK293 GalR3-CNG cAMP membrane potential fluorescence; galR3 body fused to GalR1 C-terminus. inhibition, % at 3 µM. hit rate 0.44% among 360,000;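 active = inhibition above the screen-wide average plus 3 SD, cut at about 13% in these data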;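 also: forskolin and galanin both at EC90 stimulate the cells; cAMP rise reported by CNG channel membrane potential dye signal; 0% = forskolin plus galanin with DMSO and 100% = forskolin alone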
pCIP destab – compounds decreasing mouse p/CIP protein stability; Q05BA5; hit rate 0.01% among 290,000; F442A p/CIP-EGFP cells, EGFP fluorescence, 16 h; decrease of EGFP signal, % at 10 µM;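 active = EGFP signal decrease of at least 30% at 10 µM or well 3 SD below plate mean, unless failing retest; inactive = the rest, including hits failing retest or dose response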; also: some compounds called inactive have numbers as strong as hits; many of its hits are not listed in these tables
IMP-1 inhibitor – inhibitors of Pseudomonas aeruginosa IMP-1 metallo-beta-lactamase. purified IMP-1, nitrocefin hydrolysis, epi-absorbance fluorescence. inhibition, % at 5.6 µM. hit rate 0.45% among 290,000;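 active = inhibition above the mean plus 3 SD of all compounds in the same screening run, cut at about 4.5% in these data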;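 also: 0% = IMP-1 with DMSO and 100% = DMSO wells lacking enzyme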
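system = purified recombinant IMP-1 beta-lactamase | amount = 0.2 nM IMP-1, as dispensed | medium = HEPES buffer pH 7.1 with ZnSO4 and Brij 35 | times = 25 °C, 15 min preincubation, 25 min reaction | detection = plate fluorescence quenching by hydrolysis product, ex 480/em 530 nm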
IDE inh – inhibits human insulin-degrading enzyme in HEK cells | AID 434962 | hit rate 0.41% among 320,000 | FAbetaB cleavage, fluorescence polarization | inhibition, % at 5.59 µM | P14735;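 active = percent inhibition above the average of all tested compounds plus 3 SD, set per screening campaign, cut at about 16% in these data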;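 also: IDE supplied by intact live HEK cells; FP after avidin binding of uncleaved biotin substrate so inhibition keeps polarization high; 0% = DMSO wells and 100% = 60 µM reference IDE inhibitor Ii1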
Target sequence (P14735 whole entry, looked up): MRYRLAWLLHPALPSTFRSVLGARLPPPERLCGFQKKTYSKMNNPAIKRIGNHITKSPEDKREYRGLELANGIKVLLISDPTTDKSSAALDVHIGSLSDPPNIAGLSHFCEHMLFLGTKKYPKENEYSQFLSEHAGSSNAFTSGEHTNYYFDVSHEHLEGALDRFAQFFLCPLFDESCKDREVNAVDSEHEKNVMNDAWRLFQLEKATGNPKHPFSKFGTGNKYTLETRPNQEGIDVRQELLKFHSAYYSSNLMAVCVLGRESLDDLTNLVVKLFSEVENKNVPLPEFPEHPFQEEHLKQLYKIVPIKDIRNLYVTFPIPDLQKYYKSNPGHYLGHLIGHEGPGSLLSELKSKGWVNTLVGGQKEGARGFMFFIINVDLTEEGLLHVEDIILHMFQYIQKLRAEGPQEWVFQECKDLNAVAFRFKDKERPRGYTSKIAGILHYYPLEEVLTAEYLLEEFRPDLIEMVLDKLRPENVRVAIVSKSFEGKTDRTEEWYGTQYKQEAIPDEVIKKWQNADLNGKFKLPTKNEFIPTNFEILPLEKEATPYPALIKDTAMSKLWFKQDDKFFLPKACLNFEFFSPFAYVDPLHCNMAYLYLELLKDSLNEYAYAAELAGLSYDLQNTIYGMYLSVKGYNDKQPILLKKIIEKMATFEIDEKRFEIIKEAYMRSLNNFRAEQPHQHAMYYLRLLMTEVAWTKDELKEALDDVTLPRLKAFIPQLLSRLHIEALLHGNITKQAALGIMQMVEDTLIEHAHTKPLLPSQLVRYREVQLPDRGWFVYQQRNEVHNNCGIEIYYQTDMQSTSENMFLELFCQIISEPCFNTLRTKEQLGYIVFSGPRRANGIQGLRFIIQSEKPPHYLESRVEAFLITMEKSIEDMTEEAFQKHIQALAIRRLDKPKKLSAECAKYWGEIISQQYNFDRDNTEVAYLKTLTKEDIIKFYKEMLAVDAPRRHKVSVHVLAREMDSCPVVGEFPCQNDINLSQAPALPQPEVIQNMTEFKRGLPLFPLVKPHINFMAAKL
SUMO HTRF inh – inhibitors of human SUMOylation (UBC9); inhibition, % at 35 µM; HTRF SUMOylation assay, SAE1/SAE2 + UBC9, in vitro; hit rate 0.36% among 290,000; in the data active = inhibition above about 50%, passing the limit was not always enough; also: strong numbers were not always called active
IDE act – boosts human insulin-degrading enzyme activity in HEK cells | P14735 | FAbeta-B cleavage, fluorescence polarization; 0% vehicle, 100% cell-free pure enzyme wells | activation, % at 5.96 µM | hit rate 0.073% among 340,000 | AID 493087;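 active = activation above the mean of all tested compounds plus 3 SD, set per screening campaign, cut at about 17% in these data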
CRFBP-R2 block – CRF-BP/CRF-R2 complex antagonism. HEK293 CRF-R2/CRF-BP, CRF-induced calcium fluorescence. inhibition, % at 11.8 µM. hit rate 0.59% among 350,000. AID 588475;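 active = inhibition of the ligand-induced calcium signal above about 50% at the single tested concentration, limit read from the data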
VIM-2 inh – blocks Pseudomonas aeruginosa VIM-2 metallo-beta-lactamase; hit rate 0.89% among 290,000; AID 1527; inhibition, % at 5.6 µM; purified VIM-2, nitrocefin hydrolysis, epi-absorbance fluorescence;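 active = inhibition above the mean of all tested compounds plus 3 SD, cutoff set per screening run, cut at about 7.5% in these data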;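 also: red hydrolysis product quenches plate fluorescence so inhibitors raise well fluorescence; 0% = enzyme with DMSO and 100% = DMSO without enzyme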
The depositor's hits bear a star; / = no result given.

#1 COc1ccc(/C=N/NC(=O)CN(C2=NS(=O)(=O)c3ccccc32)c2ccccc2)cc1
#2 Brc1cccc(OCCCCN2CCCCC2)c1
#3 Cc1cc(/C=N/O)c(C)n1-c1ccc(Br)cc1
#4 CCN(CC)S(=O)(=O)c1ccc(Cl)c(NC(=O)COC(=O)c2cc(-c3ccccc3Cl)nc3ccccc23)c1
#5 CCNc1nc(NCC)n2c(SCC(=O)N(CC)C3CCCCC3)nnc2n1
#6 C#CCOCCOCCOCCNc1nc(N2CCN(C(=O)C([C@@H](C)O)n3cc([C@@H](N)CCCCN)nn3)CC2)nc(N2CCN(C(=O)[C@H](CCC(=O)O)n3cc([C@@H](N)CCCCN)nn3)CC2)n1 (stereo not given in full)
#7 COCCn1c(=O)[nH]c(=O)c2c(C(F)(F)F)cc(-c3cccs3)nc21
#8 CCn1c(CCNC(=O)c2ccc(Cl)cc2Cl)n[nH]c1=S
#9 CC(C)C(=O)Nc1cccc2nsnc12
#10 O=C(CSc1ccccc1C(=O)NCc1ccccc1)NC1CCCCCCC1
assay / compound	1	2	3	4	5	6	7	8	9	10
NS3 helicase inh	-2	-2	3	-2	-4	/	5	1	0	3
GalR3 antag	-3	3	-1	-4	4	-6	3	7	2	-8
pCIP destab	-19	-12	4	13	4	/	-17	-13	8	-16
IMP-1 inhibitor	-4.1	-0.6	-3.4	0.0	-1.3	/	-0.5	-2.5	-1.3	-1.8
IDE inh	6	-6	4	0	4	5	9	-3	-3	2
SUMO HTRF inh	15	6	-14	-11	-15	/	25	-16	-6	8
IDE act	3	1	-3	6	3	-3	2	-3	1	0
CRFBP-R2 block	0	6	-10	-12	-5	-2	-3	25	-6	12
VIM-2 inh	-0.3	-1.8	-0.7	0.1	-0.5	/	2.7	0.5	-2.7	-2.6

#11 C[C@H](NC(=O)c1nc[nH]c1C(=O)N[C@@H](CCCCNC(=O)OC(C)(C)C)C(=O)OC(C)(C)C)c1ccccc1
#12 O=C(/C=C/c1ccc(F)cc1)NC(=S)Nc1ccccc1
#13 COc1ccc(C(=O)N2CCN(c3ncccn3)CC2)cc1[N+](=O)[O-]
#14 COc1cc(C2=NOC(C(=O)Nc3cc(C)on3)C2)cc(OC)c1OC (stereo not given)
#15 COc1cc2ccccc2cc1C(=O)Nc1ccc(Cl)cn1
#16 O=C(COc1ccccc1[N+](=O)[O-])NCC1(N2CCCCC2)CCCCC1
#17 CC(C)C(=O)NNC(=O)c1cc2sccc2s1
#18 COc1ccccc1C/C(N)=N/OC(=O)c1ccco1
#19 COCCN1C(=O)/C(=C/c2ccc(OCc3ccc(C(=O)O)cc3)c(OC)c2)SC1=Nc1ccccc1
#20 COc1ccc(OCC(=O)N2c3ccc(C)cc3C3CN(C)CCC32)cc1 (stereo not given)
assay / compound	11	12	13	14	15	16	17	18	19	20
NS3 helicase inh	/	-2	-3	-9	4	/	-10	-1	29	5
GalR3 antag	2	-9	-7	-5	7	-5	-4	-4	-1	4
pCIP destab	0	7	6	3	-7	/	4	1	-4	8
IMP-1 inhibitor	/	-2.2	-0.2	-1.4	-2.9	/	0.1	-3.0	-0.3	-1.4
IDE inh	2	/	1	10	0	0	5	5	0	-2
SUMO HTRF inh	-22	4	4	21	3	/	32	12	17	5
IDE act	1	-1	5	4	0	0	8	4	3	-3
CRFBP-R2 block	5	-15	4	17	10	-5	-8	6	18	-1
VIM-2 inh	/	-4.0	0.9	-1.4	0.5	/	0.3	-1.9	-3.0	-4.8

#21 CCOC(=O)c1c(C)[nH]c(C(=O)Cn2c(=O)c3c(ncn3CC)n(Cc3ccccc3)c2=O)c1C
#22 COCc1nc2ccccc2n1CCc1ccccc1
#23 Nn1c(SCC(=O)Nc2nc3ccccc3s2)nncc1=O
#24 NCC1CC2c3ccccc3C1c1ccccc12 (stereo not given)
#25 Cc1ccc2nc(SCC(=O)NC3CCCC3)[nH]c2c1
#26 CC1CCN(C2=NN3C(=N)/C(=C\c4ccc(OC(=O)c5ccco5)cc4)C(=O)N=C3S2)CC1
#27 O=c1c2sccc2[nH]c(=S)n1Cc1ccccc1
#28 COC(=O)Nc1ccc([N+](=O)[O-])cc1OC
#29 COC(=O)Cn1c(=NC(=O)C2CC2)sc2c(C)cc(C)cc21
#30 CC(C)NC(=O)C1CCN(C2CCN(C(=O)c3cc4c(s3)CCCCC4)CC2)CC1
assay / compound	21	22	23	24	25	26	27	28	29	30
NS3 helicase inh	-15	-7	3	-6	2	19	-14	0	8	0
GalR3 antag	-3	-1	8	-11	0	/	5	3	/	-10
pCIP destab	6	-9	2	3	2	-4	2	-6	/	-2
IMP-1 inhibitor	-3.2	-3.9	-2.5	-2.2	0.3	-1.4	-2.1	-3.5	-3.0	-1.4
IDE inh	2	-11	2	-3	-1	6	3	3	-4	1
SUMO HTRF inh	-57	16	-18	-13	5	15	4	-4	/	1
IDE act	-4	0	2	4	0	1	0	5	0	1
CRFBP-R2 block	-27	1	-18	6	-19	-21	19	7	-12	-5
VIM-2 inh	-0.2	-1.0	-3.3	1.1	-3.5	-3.9	-2.3	-4.4	-1.9	-0.8

#31 C=CCC(Nc1ccco1)c1ccccc1 (stereo not given)
#32 COc1ccccc1/C=C(\C)C(=O)c1c(C)cc(C)[nH]c1=O
#33 CCOC(=O)N1CCC(N(C(=O)Nc2ccc(Cl)c(Cl)c2)C(C)CC)CC1 (stereo not given)
#34 Cc1ccc(C2=NN(S(C)(=O)=O)C(c3cccs3)C2)cc1 (stereo not given)
#35 CC(C)C[C@@H](CN(C)N=O)N(C[C@H](Cc1ccccc1)N(CCc1ccccc1)N=O)N=O
#36 CCn1c(CCNC(=O)c2ccc(OC)c(OC)c2)nc2ccccc21
#37 O=C(CSc1nnc(Nc2ccccc2F)s1)NC1CCS(=O)(=O)C1 (stereo not given)
#38 CC(OC(=O)c1ccc(Cl)cc1)C(=O)NCC1CCCCC1 (stereo not given)
#39 COc1nnc(-c2ccc(N3CCOCC3)c(NC(C)=O)c2)c2ccccc12
#40 CC(=O)Nc1ccc(NC(=O)CSc2ncc(C(=O)Nc3ccccc3)c(=O)n2C)cc1
assay / compound	31	32	33	34	35	36	37	38	39	40
NS3 helicase inh	8	-4	-1	-3	-9	-22	/	/	3	/
GalR3 antag	-1	-7	1	-2	-10	6	-5	0	-5	-4
pCIP destab	-3	-2	-3	-6	-13	-23	/	/	4	/
IMP-1 inhibitor	-2.8	-3.8	-1.4	-2.6	0.0	-2.3	/	/	-2.4	/
IDE inh	3	6	-1	-1	4	3	2	2	-3	-3
SUMO HTRF inh	-2	3	-4	-6	7	7	/	/	-2	/
IDE act	1	1	4	-9	0	3	2	1	-4	-5
CRFBP-R2 block	41	9	-5	4	1	-12	-2	-6	23	5
VIM-2 inh	-2.7	-2.3	-0.3	1.0	-1.2	-4.0	/	/	2.1	/

#41 CC1CCN(S(=O)(=O)c2cccc(C(=O)Nc3nccs3)c2)CC1
#42 Cc1ccc(OC(=O)c2cccc(S(=O)(=O)N(C)C)c2)c(-n2nc3ccccc3n2)c1
#43 CCOc1ccc(CN(C(=O)c2cccs2)C2CCS(=O)(=O)C2)cc1 (stereo not given)
#44 CC(=O)NNc1cccc(Cl)n1
#45 O=C(/C=C/c1ccccc1)N/C(=C\c1ccco1)C(=O)NCCO
#46 COc1ccc(S(=O)(=O)N(C)CC(=O)N2CCC(C)CC2)cc1Cl
#47 CCOC(=O)C1CCN(C(=O)c2ccc(OC3CCN(C(=O)COC)CC3)cc2)CC1
#48 CC(=O)c1cccc(NC(=O)Nc2ccc(C)cc2)c1
#49 Nc1c(O)ccc2c1C(=O)c1ccccc1C2=O
#50 CC1CCC(C(C)C)C2=C1C(C#N)(C#N)C(C#N)(C#N)C(c1ccccc1)N2 (stereo not given)
assay / compound	41	42	43	44	45	46	47	48	49	50
NS3 helicase inh	8	-1	-9	0	2	2	25	2	43*	4
GalR3 antag	-6	-5	-4	-1	-3	0	-3	-4	-4	-4
pCIP destab	-11	11	-6	-16	-19	-2	-1	-7	3	-4
IMP-1 inhibitor	-7.4	-2.6	-0.7	-2.4	-3.1	-1.2	-1.3	-3.4	-0.5	0.9
IDE inh	4	6	0	1	-1	-2	/	4	0	0
SUMO HTRF inh	-11	-29	6	-10	0	-8	-5	7	-151	8
IDE act	-4	4	3	1	6	-2	3	3	/	-2
CRFBP-R2 block	-10	-14	0	12	2	1	-15	-1	19	29
VIM-2 inh	-4.0	-2.8	-0.3	-2.4	-2.5	-1.7	-2.6	-3.4	-2.7	0.1

Whole records as entered above.
Nc1c(O)ccc2c1C(=O)c1ccccc1C2=O is listed as NS3 helicase inh: 43*; GalR3 antag: -4; pCIP destab: 3; IMP-1 inhibitor: -0.5; IDE inh: 0; SUMO HTRF inh: -151; IDE act: /; CRFBP-R2 block: 19; VIM-2 inh: -2.7
O=C(/C=C/c1ccccc1)N/C(=C\c1ccco1)C(=O)NCCO is listed as NS3 helicase inh: 2; GalR3 antag: -3; pCIP destab: -19; IMP-1 inhibitor: -3.1; IDE inh: -1; SUMO HTRF inh: 0; IDE act: 6; CRFBP-R2 block: 2; VIM-2 inh: -2.5

The list goes on:
#51 CC(C)C(NC(=O)c1ccccc1)c1nnc(SCC(=O)Nc2nccs2)n1C (stereo not given)
#52 Cn1c(=NC(=O)C2CC2)sc2cc(F)cc(F)c21
#53 O=C(NCCc1ccccc1Cl)C1CCN(S(=O)(=O)c2cccs2)CC1
#54 Cc1oc(-c2ccccc2F)nc1CS(=O)(=O)CC(=O)N1CCc2ccccc21
#55 COc1ccc(C2=NOC(Cn3nc(C(=O)NCc4cccc(C(F)(F)F)c4)cc3-c3ccccc3)C2)cc1 (stereo not given)
#56 CC(C)CCNC(=O)c1ccc(-c2ccccc2)cc1
#57 CCCCOC(=O)Nc1nnc(/C=C/c2ccc(OC)cc2)s1
#58 Cc1ccc2c(c1)c1c(c(=O)n(-c3ccccc3C)c(=O)n1CC(=O)NCC1CCCO1)n2C (stereo not given)
#59 COc1cccc(OC)c1C(=O)NC(=S)Nc1ccc(N2CCOCC2)c(Cl)c1
assay / compound	51	52	53	54	55	56	57	58	59
NS3 helicase inh	3	1	-7	-3	/	4	-10	10	3
GalR3 antag	-4	/	1	/	-3	/	-2	0	4
pCIP destab	-1	9	-1	-19	/	9	4	3	-18
IMP-1 inhibitor	-0.2	-5.1	-3.5	-1.1	/	-1.5	-2.8	-3.5	-1.9
IDE inh	12	3	-6	-4	-1	6	7	2	-1
SUMO HTRF inh	8	14	-6	12	/	-6	21	12	12
IDE act	6	5	-1	2	6	/	1	2	-1
CRFBP-R2 block	-9	-20	-6	24	-8	/	-65	-10	17
VIM-2 inh	-0.3	-2.3	0.7	-3.0	/	-3.6	-3.1	-1.5	-0.8
